West Nile virus CPE = inhibition of WNV-induced cytopathic effect – cell-based, CPE readout (AID 1621). West Nile virus-infected cells, CPE inhibition; higher % means a stronger effect. CPE inhibition, % at 10 µM, or IC50 in µM where a hit was titrated. 290,000 compounds, 0.02% hits; in the data active = a potency from the dose series; inconclusive = CPE inhibition mostly from about 3.7% at the one dose, without a potency; inactive = the rest, 99 in 100 with CPE inhibition below about 2.2%; note: strong numbers were not always called active
Rac1 GTP hydrolysis = MgcRacGAP GTPase-activating activity inhibitors, confirmation, biochemical, ADP Hunter fluorescence; AID 624330; MgcRacGAP-stimulated Rac1 GTP hydrolysis, ADP Hunter fluorescence; higher % means a stronger effect; GST-tagged Rac1 F28L mutant substrate; inhibition, % at 30 µM, or IC50 in µM where a hit was titrated; 340,000 compounds, 0.6% hits;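 active = first-screen hits whose inhibition reached a set limit at any dose in the follow-up dose series; inconclusive = inhibition above the set first-screen limit but never retested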;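 note: fluorescence reports GDP produced by GAP-driven GTP hydrolysis; strong numbers were not always called active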
RSV CPE inhibition = RSV antiviral activity via CPE protection, HEp-2 cells, primary 10 µM value included (AID 2391) | 310,000 compounds, 0.13% hits | one-dose CPE inhibition, % at 10 µM; IC50 in µM for titrated hits | HEp-2 cells, RSV-induced CPE inhibition; higher % means a stronger effect; in the data active = a potency from the dose series; inconclusive = CPE inhibition mostly from about 23% at the one dose, without a potency; inactive = the rest, 99 in 100 with CPE inhibition below about 21%; note: strong numbers were not always called active
LYP inhibition = PTPN22 lymphoid phosphatase activity blockers – biochemical, fluorescence intensity, uHTS (AID 1779). recombinant LYP phosphatase, fluorescence intensity; higher % means a stronger effect. inhibition, % at 11.5 µM; hits with a dose series show IC50 in µM. 290,000 compounds, 0.054% hits; in the data active = inhibition above about 50%;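 note: plate controls were vehicle with enzyme for no effect and no enzyme for full effect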
Salmonella PhoP GFP = inhibitors of PhoP regulon expression, primary screen, Salmonella Typhimurium, GFP reporter (AID 1863). S. Typhimurium PhoP-regulated promoter GFP reporter, 4 h; higher % means a stronger effect. 300,000 compounds, 0.16% hits. one-dose inhibition, % at 50 µM; IC50 in µM for titrated hits;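 active = inhibition over 29.93%, a cutoff 3 SD above the screen mean, later confirmed by dose response; inconclusive = inhibition over 29.93% but no dose response follow-up; inactive = inhibition at most 29.93% or unconfirmed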;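 note: 0% = low Mg2+ inducing control and 100% = high Mg2+ repressing control; strong numbers were not always called active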
CSM14.1 death rescue = protection against thapsigargin-triggered cell killing – 384-well, CSM14.1, ATP luminescence, primary screen (AID 1222). 190,000 tested, under 10 active. CSM14.1 thapsigargin-induced death rescue, ATP luminescence; higher % means a stronger effect. one-dose cellular ATP content (survival), % at 20 µM; EC50 in µM for titrated hits;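 active = EC50 below 50 µM in the dose-response confirmation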;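 note: death triggered by thapsigargin at about 15 µM added after 2 h compound pretreatment; cell ATP read after overnight thapsigargin exposure of roughly 18 to 22 hours; normalized against plate controls of thapsigargin alone and 5% DMSO vehicle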
GPR35 arrestin U2OS = inhibition of zaprinast-stimulated GPR35 beta-arrestin translocation – imaging, U2OS, beta-arrestin-GFP, zaprinast agonist, primary screen (AID 2058). U2OS GPR35 beta-arrestin-GFP translocation imaging, zaprinast antagonism; higher % means a stronger effect. inhibition, % at 10 µM, or IC50 in µM where a hit was titrated. 290,000 compounds, 0.052% hits;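 active = inhibition of at least 50% with at least 30 cells and total cytoplasm GFP at most 10,000,000; inconclusive = under 30 cells or total GFP of 10,000,000 plus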
Dengue-2 NS5 capping = flavivirus cap methylation enzyme inhibition – biochemical, confirmation dose response, primary screen (AID 588689); inhibition, % at 25 µM, or IC50 in µM where a hit was titrated; 340,000 compounds, 0.3% hits; Dengue-2 NS5 methyltransferase capping enzyme assay, biochemical; higher % means a stronger effect; in the data active = a potency from the dose series; inconclusive = inhibition above about 29% without an active follow-up result
Large T inhibition = SV40 large T antigen inhibitors, biochemical (AID 1903); SV40 large T antigen ATPase/helicase inhibition assay; higher % means a stronger effect; inhibition, % at 20 µM, or IC50 in µM where a hit was titrated; 310,000 compounds, 0.39% hits; in the data active = a potency from the dose series; inconclusive = inhibition mostly from about 32% at the one dose, without a potency; inactive = the rest, 99 in 100 with inhibition below about 32%; note: strong numbers were not always called active
Starred values were filed as active, the others as inactive; ? = inconclusive; . = no result given. This is a random part of the collection; about 1.5% have a hit in one of these screens.

[1] CC(C)CNC(=O)NC(=O)COC(=O)c1cccc(NS(=O)(=O)c2ccc(F)c(F)c2)c1
[2] O=c1[nH]cnc2ccc([N+](=O)[O-])cc12
[3] CCOC(=O)CSc1nnc(Cc2ccccc2)n1Cc1ccco1
[4] Cc1ccc(S(=O)(=O)N2CCOCC2)cc1C(=O)NCC1CCCO1 (centres undefined)
[5] COc1ccc(CCNC(=O)c2cc(C(C)C)on2)cc1OC
[6] Cc1cccc(N=CC=C2OC(C)(C)C(C)(C)O2)c1
[7] COc1ccc(NC(=O)CN2CCN(c3ccccc3Cl)CC2)cc1
[8] CC(C)N(Cc1ccccc1)C(=O)/C=C/c1ccccc1[N+](=O)[O-]

entry no.	1	2	3	4	5	6	7	8
West Nile virus CPE	-0.4%	0.1%	0.3%	-0.6%	0.0%	-0.2%	-0.6%	-0.3%
Rac1 GTP hydrolysis	5%	-3%	6%	2%	-2%	2%	10%	8%
RSV CPE inhibition	5.0%	0.0%	1.0%	-0.3%	1.9%	3.5%	2.8%	10%
LYP inhibition	13%	-1%	7%	-10%	0%	-10%	-3%	-3%
Salmonella PhoP GFP	8%	0%	-4%	-5%	-1%	8%	-3%	8%
CSM14.1 death rescue	-0.5%	.	-1.8%	.	0.5%	1.0%	2.0%	7.3%
GPR35 arrestin U2OS	-5%	-1%	-10%	-23%	-11%	3%	-16%	10%
Dengue-2 NS5 capping	-4%	-6%	-2%	-11%	-1%	-3%	2%	-5%
Large T inhibition	9%	14%	12%	15%	0%	17%	8%	6%

Some of these compounds in order of molar mass, low to high.
[5] COc1ccc(CCNC(=O)c2cc(C(C)C)on2)cc1OC
[8] CC(C)N(Cc1ccccc1)C(=O)/C=C/c1ccccc1[N+](=O)[O-]
[7] COc1ccc(NC(=O)CN2CCN(c3ccccc3Cl)CC2)cc1

entry no.	5	8	7
West Nile virus CPE	0.0%	-0.3%	-0.6%
Rac1 GTP hydrolysis	-2%	8%	10%
RSV CPE inhibition	1.9%	10%	2.8%
LYP inhibition	0%	-3%	-3%
Salmonella PhoP GFP	-1%	8%	-3%
CSM14.1 death rescue	0.5%	7.3%	2.0%
GPR35 arrestin U2OS	-11%	10%	-16%
Dengue-2 NS5 capping	-1%	-5%	2%
Large T inhibition	0%	6%	8%

(further entries)
[9] COc1ccc(C2=C(Nc3ccc(C)cc3)c3ccccc3C2=O)cc1
[10] Cc1nn(Cc2ccc([N+](=O)[O-])cc2)c(=O)n1-c1ccc(F)cc1
[11] COc1ccc(-c2cc(C(=O)N(C)Cc3ccccc3F)c3ccccc3n2)cc1OC
[12] CC(=O)c1cccc(NC(=O)Nc2ccc3c(c2)N(C)C(=O)CS3)c1
[13] CC1(C)c2[nH]c3ccccc3c2C[C@H]2C(=O)N(CCCCCO)CC(=O)N21
[14] CS(=O)(=O)C1=NN2C(=N)/C(=C\c3ccc(OCCOc4ccccc4)cc3)C(=O)N=C2S1
[15] Cc1nc2ccccn2c1-c1csc(Nc2cccc(C(=O)O)c2)n1
[16] CCOC(=O)C(C)Sc1ncc(OC)c(=O)[nH]1 (centres undefined)

entry no.	9	10	11	12	13	14	15	16
West Nile virus CPE	-0.8%	-0.5%	0.2%	2.0%	-0.5%	0.3%	0.7%	-0.2%
Rac1 GTP hydrolysis	2%	8%	7%	10%	12%	11%	8%	3%
RSV CPE inhibition	0.8%	4.1%	5.0%	?	2.6%	20%	3.9%	0.4%
LYP inhibition	-6%	0%	4%	-1%	-8%	-5%	-2%	-9%
Salmonella PhoP GFP	48%	9%	-3%	17%	1%	11%	-1%	-14%
CSM14.1 death rescue	-3.7%	0.0%	.	.	.	.	.	-1.4%
GPR35 arrestin U2OS	-16%	2%	2%	-3%	10%	8%	-2%	12%
Dengue-2 NS5 capping	-9%	4%	-3%	-2%	0%	-1%	4%	-1%
Large T inhibition	2%	-1%	15%	11%	11%	0%	22%	9%

Ordered by value in Rac1 GTP hydrolysis (largest number first): some entries from above.
item	Structure	Rac1 GTP hydrolysis
12	CC(=O)c1cccc(NC(=O)Nc2ccc3c(c2)N(C)C(=O)CS3)c1	10%
10	Cc1nn(Cc2ccc([N+](=O)[O-])cc2)c(=O)n1-c1ccc(F)cc1	8%
11	COc1ccc(-c2cc(C(=O)N(C)Cc3ccccc3F)c3ccccc3n2)cc1OC	7%
16	CCOC(=O)C(C)Sc1ncc(OC)c(=O)[nH]1 (centres undefined)	3%

(listing goes on)
[17] CC1(C)Cc2nc3[nH]c(=S)[nH]c(=O)c3cc2CO1
[18] CCOC(=O)C1=C(N)N2C(=O)C(C)SC2=C(C(=O)OC)C1c1ccccc1OC (centres undefined)
[19] O=C(COC(=O)Cn1cnc2ccccc21)Nc1cccc2c1C(=O)c1ccccc1C2=O
[20] O=C(C1=C[C@H](c2coc3ccccc3c2=O)C[C@H](OCc2ccc(CO)cc2)O1)N1CCN(Cc2ccc3c(c2)OCO3)CC1
[21] COc1cc(OC)cc(C(=O)NNC(=S)Nc2ccc(S(N)(=O)=O)cc2)c1
[22] CC(CCc1ccccc1)NC(=O)[C@@H]1Cc2ccccc2CN1 (some centres undefined)
[23] CCN(CC)C(=O)CSc1nnc(-c2cnccn2)n1-c1ccccc1
[24] Cc1cccc(C(=O)OCC(=O)NCCCc2ccccc2)c1O

entry no.	17	18	19	20	21	22	23	24
West Nile virus CPE	-0.3%	0.1%	-0.3%	0.7%	0.7%	-0.4%	-0.2%	0.3%
Rac1 GTP hydrolysis	9%	6%	8%	7%	5%	7%	5%	5%
RSV CPE inhibition	0.3%	1.2%	11%	0.5%	0.5%	0.3%	0.0%	0.6%
LYP inhibition	-5%	-2%	6%	8%	-7%	-6%	-2%	-5%
Salmonella PhoP GFP	-9%	8%	-7%	3%	-1%	8%	-9%	4%
CSM14.1 death rescue	.	-1.6%	-2.0%	6.8%	-1.7%	.	-1.7%	.
GPR35 arrestin U2OS	6%	-2%	1%	-7%	-18%	-8%	-10%	1%
Dengue-2 NS5 capping	-6%	1%	6%	-6%	5%	-5%	-3%	-5%
Large T inhibition	12%	5%	15%	8%	32%	1%	7%	6%

[25] O=C1CNC(=O)N1Cc1ccc(Br)cc1
[26] CCCCNS(=O)(=O)c1cc2c3c(c1)CCN3C(=O)CC2
[27] Cc1ccc(/C=C/c2ccc(=O)n(Cc3ccccc3Cl)n2)cc1
[28] CC(=O)N(C(C)=O)c1ccc2nc(C)[nH]c(=O)c2c1
[29] CCc1ccccc1NC(=O)c1cc2sccc2n1C
[30] Cc1cc(/C=C2\SC(=Nc3ccc(F)cc3)NC2=O)c(C)n1-c1ccc(S(N)(=O)=O)cc1
[31] CNC(=S)NNC(=O)c1cccn(Cc2ccccc2)c1=O
[32] C[n+]1cccc(/C=N/Nc2nc(Cl)c(C#N)c(Cl)c2Cl)c1

entry no.	25	26	27	28	29	30	31	32
West Nile virus CPE	0.1%	0.4%	-0.2%	0.2%	0.1%	0.4%	-0.1%	-0.2%
Rac1 GTP hydrolysis	.	10%	2%	6%	6%	11%	2%	.
RSV CPE inhibition	0.2%	0.5%	12%	0.3%	0.6%	-1.2%	4.2%	.
LYP inhibition	4%	-6%	3%	-2%	-1%	6%	3%	-7%
Salmonella PhoP GFP	3%	0%	36%	20%	-3%	11%	7%	-9%
CSM14.1 death rescue	-5.0%	.	-2.0%	-2.2%	-2.7%	3.6%	-1.0%	.
GPR35 arrestin U2OS	-9%	-14%	-18%	-7%	10%	-10%	-12%	11%
Dengue-2 NS5 capping	.	2%	-12%	-1%	-1%	-19%	-2%	.
Large T inhibition	0%	3%	4%	2%	1%	6%	9%	15%

[33] CCCN(CC(=O)Nc1ccccc1C)C(=O)CC(NC(=O)c1ccccc1)c1ccccc1 (centres undefined)
[34] CCN1C(=O)C(CC(=O)Nc2ccc(OC)cc2)N(Cc2cccnc2)C1=S (centres undefined)
[35] Nc1ncnc2c1ncn2C1OC(CO)C(O)C1N (centres undefined)
[36] Clc1ccccc1OCc1nc(-c2ccc(Br)o2)no1
[37] Cc1ccc(NCc2cccnc2)c(Br)c1
[38] CC1CCCCN1C(=O)Cn1cnc2c1c(=O)n(C)c(=O)n2C (centres undefined)
[39] CCC(C)[C@H](NC(=O)NC1CCCc2ccccc21)C(=O)OC (some centres undefined)
[40] O=C(Cc1ccc(Cl)cc1)Nc1cccnc1

entry no.	33	34	35	36	37	38	39	40
West Nile virus CPE	.	0.2%	-0.5%	0.1%	-0.3%	0.1%	0.7%	0.2%
Rac1 GTP hydrolysis	-1%	8%	0%	8%	21%	7%	-1%	-9%
RSV CPE inhibition	-0.7%	-1.9%	1.3%	4.0%	1.0%	0.6%	1.5%	1.5%
LYP inhibition	.	-1%	-8%	-1%	-6%	0%	-11%	-4%
Salmonella PhoP GFP	3%	-4%	7%	6%	9%	3%	-1%	10%
CSM14.1 death rescue	.	0.1%	.	-1.4%	-1.4%	-0.3%	.	.
GPR35 arrestin U2OS	.	11%	-1%	-3%	-1%	0%	-11%	14%
Dengue-2 NS5 capping	-6%	-6%	-7%	-9%	30%	-5%	1%	-1%
Large T inhibition	7%	12%	6%	4%	8%	-1%	10%	28%

[41] CN(C(=O)c1ccc(-c2nn(C)c(=O)c3ccccc23)cc1)C1CCCCC1
[42] COc1ccc(S(=O)(=O)N2CCCC2CNC(=O)C(=O)NCc2ccc(C)cc2)cc1 (centres undefined)
[43] O=C(NCCc1cnc[nH]1)Nc1cccc(C(F)(F)F)c1
[44] CCOC(=O)c1c(NC(=S)Nc2ccc(F)cc2)sc2c1CCC2

entry no.	41	42	43	44
West Nile virus CPE	-0.6%	.	-0.7%	0.3%
Rac1 GTP hydrolysis	3%	3%	-4%	10%
RSV CPE inhibition	12%	7.5%	0.3%	0.7%
LYP inhibition	-6%	.	-9%	-9%
Salmonella PhoP GFP	4%	2%	0%	7%
CSM14.1 death rescue	.	.	.	0.3%
GPR35 arrestin U2OS	-13%	.	-6%	-4%
Dengue-2 NS5 capping	-12%	-1%	3%	-9%
Large T inhibition	3%	3%	-3%	11%

As entered above.
Entry of COc1ccc(NC(=O)CN2CCN(c3ccccc3Cl)CC2)cc1 under RSV CPE inhibition: 2.8%
Entry of CC1(C)Cc2nc3[nH]c(=S)[nH]c(=O)c3cc2CO1 under GPR35 arrestin U2OS: 6%
Entry of CCOC(=O)c1c(NC(=S)Nc2ccc(F)cc2)sc2c1CCC2 under GPR35 arrestin U2OS: -4%
